# Compound activity: PubChem, several laboratories
# CYP2C9 inhib: inhibitors of human CYP2C9; P11712; CYP2C9 Supersomes, luciferin-H conversion, luminescence; inhibition, % at 5 µM; hit rate 20% among 96,000;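 active = blocking of liver enzyme CYP2C9 beyond about 50% at 5 µM, limit read from the data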; note: values of inactives mirror those of a sister screen read the other way
# Target sequence (P11712 whole entry, looked up): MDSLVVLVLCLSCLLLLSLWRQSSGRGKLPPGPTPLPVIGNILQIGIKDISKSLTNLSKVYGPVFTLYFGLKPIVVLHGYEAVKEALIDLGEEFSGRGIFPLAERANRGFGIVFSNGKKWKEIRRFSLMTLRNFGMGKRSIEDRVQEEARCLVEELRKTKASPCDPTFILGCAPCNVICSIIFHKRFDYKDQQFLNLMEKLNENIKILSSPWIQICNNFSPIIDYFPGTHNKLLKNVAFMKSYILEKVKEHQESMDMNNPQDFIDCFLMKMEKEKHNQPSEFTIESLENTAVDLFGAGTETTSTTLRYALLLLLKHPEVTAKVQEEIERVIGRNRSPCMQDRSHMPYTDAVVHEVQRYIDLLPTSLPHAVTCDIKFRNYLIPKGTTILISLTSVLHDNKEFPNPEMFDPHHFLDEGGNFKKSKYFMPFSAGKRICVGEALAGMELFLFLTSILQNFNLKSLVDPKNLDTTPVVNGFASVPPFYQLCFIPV
# CYP2C9 activ: increases human cytochrome P450 2C9 activity. hit rate 1.4% among 96,000. recombinant CYP2C9, luciferin-H conversion, luminescence; stronger effect = higher value; factor 1 = untreated enzyme, 0 = blocked. activation factor at 5 µM. P11712;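 active = activation factor of 2 or more for CYP2C9 at a 5 µM dose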;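 note: 0 = sulfaphenazole-blocked wells and 1 = vehicle-only wells; values of inactives mirror those of a sister screen read the other way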
# Pyk2 oligo antag: blocks oligomerization of human Pyk2 in cells. Q293 cells, Pyk2 FERM NanoBiT luminescence; stronger effect = lower value. hit rate 0.83% among 99,000. z-score (the deposit names both 25 µM and 10 µM). Q14289;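 active = Z-score of -3 or lower, scaled per plate to the spread of control and sample wells; inactive = z-score above -3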;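 note: negative z-score means lost luminescence so less FERM oligomerization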
# PostGolgi ctrl: inhibits growth of the yeast control strain. inhibition, % at 10 µM. efflux-deficient yeast background strain, growth absorbance A615, 16 h. hit rate 5% among 98,000
# PTPN22 act: increases human PTPN22 phosphatase activity; Q9Y2R2; recombinant LYP, DiFMUP fluorescence; 0 = plate median, 100 = signal doubled; activation, % at 2 µM; hit rate 0.11% among 96,000; AID 697;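 active = activation at 2 µM above a set limit, the mean plus 5 SD, cut at about 37% in these data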
# DAT uptake mod: changed human dopamine transporter uptake under cocaine IC80; Q01959; LLC-PK1 hDAT cells, [14C]-dopamine uptake with cocaine IC80; actives deviate in either direction; B-score at 10 µM; hit rate 1.3% among 110,000;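 active = Z score or B-score, a plate-position-corrected score, falls beyond the plate's 99.7% confidence bounds, in either direction; inactive = both scores lie inside the 99.7% bounds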;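 note: scored against the spread of the other compound wells on the same plate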
# Target sequence (Q01959 whole entry, looked up): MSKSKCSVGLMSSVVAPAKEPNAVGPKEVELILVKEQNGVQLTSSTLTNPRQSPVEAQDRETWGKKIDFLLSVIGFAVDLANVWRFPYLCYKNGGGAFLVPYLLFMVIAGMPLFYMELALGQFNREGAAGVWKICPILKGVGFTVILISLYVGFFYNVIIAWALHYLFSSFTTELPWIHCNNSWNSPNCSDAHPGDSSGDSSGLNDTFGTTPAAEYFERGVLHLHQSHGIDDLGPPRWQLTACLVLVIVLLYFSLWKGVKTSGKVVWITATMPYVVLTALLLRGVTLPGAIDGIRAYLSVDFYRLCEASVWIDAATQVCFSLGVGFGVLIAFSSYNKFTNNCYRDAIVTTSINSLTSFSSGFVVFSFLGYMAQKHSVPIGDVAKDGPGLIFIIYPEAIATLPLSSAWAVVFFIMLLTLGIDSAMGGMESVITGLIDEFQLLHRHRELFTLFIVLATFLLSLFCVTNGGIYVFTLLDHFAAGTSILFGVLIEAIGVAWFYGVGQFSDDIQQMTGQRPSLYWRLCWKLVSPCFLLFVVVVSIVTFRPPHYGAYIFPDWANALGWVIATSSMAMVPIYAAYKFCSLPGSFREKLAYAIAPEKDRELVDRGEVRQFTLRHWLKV
# LYP inh 2: inhibitors of human LYP (PTPN22) phosphatase; recombinant LYP catalytic domain, DiFMUP fluorescence; inhibition, % at 2 µM; hit rate 0.21% among 96,000;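 active = inhibition at 2 µM at or above a set limit, the screen mean plus 3 SD, cut at about 24% in these data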;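 note: 0% = DMSO with enzyme and 100% = enzyme fully blocked by orthovanadate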
# E coli WT exp: blocks growth of wild type E. coli BW25113 | OD600 absorbance | growth inhibition, % at 100 µM | hit rate 0.15% among 98,000 | AID 710;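 active = growth inhibition above about 50% at one test dose, limit read from the data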;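 note: growth measured after 20 h incubation at 37 °C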
# PostGolgi yeast: growth inhibition of a yeast mutant, post-Golgi transport screen | post-Golgi transport phenotypic cell assay | inhibition, % at 10 µM | hit rate 0.9% among 98,000 | AID 739;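 note: yeast cells grown in 1536-well plates; yeast grown about 18 h at 30C before absorbance read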
# The depositor's hits bear a star; nt = not tested or not shown. Cut-off read from the data, not from the text of the source, unless noted: active = inhibition above about 30%; inactive = the rest. Rows are unselected. About 24% of those tested had a hit in this group.
structure,CYP2C9 activ,DAT uptake mod,CYP2C9 inhib,PostGolgi ctrl,Pyk2 oligo antag,E coli WT exp,PostGolgi yeast,PTPN22 act,LYP inh 2
COC(=O)C(NC(C)=O)(Nc1ccc(Br)cc1)C(=O)OC,1,0.74,-3,19,1.3,-5,-3,-7,7
CC1CN(c2cc(=O)n(-c3ccccc3)c(=O)[nH]2)CC(C)O1 (centres undefined),0.9,-0.48,8,5,nt,3,-5,nt,nt
CCC12CN3CC(CC)(CN(C1)C3c1ccc(OC(C)C)cc1)C2=O (centres undefined),0.8,-0.5,20,5,-0.45,0,-8,-8,5
COc1cccc(NC(=O)CNC(=O)c2ccccc2)c1,0.5,-1.7,46,-2,0.31,8,2,7,-8
CCOC(=O)C1=NN(c2ccc(F)cc2)C2=NC(C)=C(C(=O)OC)C(c3cccs3)N12 (centres undefined),nt,-0.063,nt,nt,0.32,nt,nt,-21,22
c1ccc(-c2noc(CSc3nnnn3-c3ccccc3)n2)cc1,0.5,-0.55,54*,11,nt,-14,-8,-2,-1
CCCC(=NCc1ccccc1)C1=C(O)C(C(=O)OC)C(C)(C)CC1=O (centres undefined),0.4,-0.38,64*,14,-0.01,5,21,5,-3
Cc1nn(Cc2ccc(Cl)c(Cl)c2)c(C)c1NC(=O)c1noc2c1CCCCC2,0.9,-1.1,6,1,-1.4,-8,-9,nt,nt
Cn1c(=O)oc2cc(S(=O)(=O)NC(Cc3ccccc3)C(=O)N3CCCCC3)ccc21 (centres undefined),0.9,0.64,13,5,nt,1,1,8,-9
Cc1cc(C)cc(OCC(=O)Nc2cccc(-c3nnc(-c4ccco4)o3)c2)c1,0.2,0.13,80*,27,-3.9*,-10,-1,-9,6

# Individual results from the results shown:
# CCCC(=NCc1ccccc1)C1=C(O)C(C(=O)OC)C(C)(C)CC1=O (centres undefined) in PostGolgi yeast = 21
# Cn1c(=O)oc2cc(S(=O)(=O)NC(Cc3ccccc3)C(=O)N3CCCCC3)ccc21 (centres undefined) in PostGolgi ctrl = 5

# More compounds follow.
structure,CYP2C9 activ,DAT uptake mod,CYP2C9 inhib,PostGolgi ctrl,Pyk2 oligo antag,E coli WT exp,PostGolgi yeast,PTPN22 act,LYP inh 2
Cn1c(C(=O)OCC(=O)NCCc2ccccc2)cc2sccc21,0.3,0.027,69*,10,-0.3,-1,9,-6,6
Cc1nnc(SCCC(=O)Nc2nc(-c3ccccc3)ns2)s1,0.6,-0.93,40,5,-0.15,2,-17,-8,4
Clc1ccc(CSc2nnc(/C=C/c3ccccc3)o2)c(Cl)c1,0.5,0.3,50,13,0.9,-1,-8,-16,19
N#Cc1cc2c(nc1SCc1ccc(Cl)cc1)CCCC2,nt,-0.26,nt,nt,0.2,nt,nt,-9,8
COc1ccc(-c2nnn(CC(=O)NC3CCCc4ccccc43)n2)cc1OC (centres undefined),1,-0.94,1,nt,0.75,nt,nt,3,-7
O=C(NCc1ccc(C(F)(F)F)cc1)C1CC(c2ccccc2[N+](=O)[O-])=NO1 (centres undefined),1.8,0.4,-77,5,nt,11,-7,-2,4
O=c1[nH]c2cc3c(cc2cc1C(c1nnnn1Cc1ccccc1)N1CCCc2ccccc21)OCO3 (centres undefined),nt,1.9,nt,2,nt,-14,-7,-7,4
CC(C(=O)N1CCCc2ccccc21)N1C(=O)c2ccccc2C1=O (centres undefined),nt,-0.44,nt,nt,0.04,nt,nt,-3,4
CCCCCCn1c(CN2CCC(C)CC2)nc2c1c(=O)n(C)c(=O)n2C,nt,-0.18,nt,nt,-0.49,nt,nt,6,-5
Fc1ccc(-c2oncc2-c2nnnn2-c2ccccc2)cc1F,nt,0.22,nt,nt,-1.3,nt,nt,2,4
C=CCOc1nc(N2CCCC2)nc(N2CCCC2)n1,1,1.6,-1,21,0.27,1,1,-5,0
COc1ccc(N(CC(=O)Nc2ccc(S(=O)(=O)N3CCOCC3)cc2)S(=O)(=O)c2ccccc2)cc1,0.5,-0.016,48,4,-1.6,-10,7,5,-2
CCCN1CCC(NC(=O)Nc2ccc(OC)c(OC)c2)CC1,1,0.37,1,-2,0.99,1,-1,-16,17
C/C(=N/Nc1nc(C)cc(-c2ccccc2)n1)c1ccco1,0.7,0.006,30,14,-0.43,-2,8,1,-3
CC(C)(C)N1NC(=O)Nc2ccccc2C1=O,1.1,-0.081,-10,3,-0.38,4,-11,-5,3
O=C(COC(=O)[C@H](Cc1ccccc1)NC(=O)c1ccco1)NC(c1ccccc1)c1ccccc1,0.6,-0.37,44,10,0.62,1,14,-4,7
c1cncc(-c2nnc3sc(C4CCCCC4)nn23)c1,0.7,1.5,34,0,0.89,3,11,-8,6
CCOC(=O)c1c(NC(=O)c2nn(CC)cc2Br)c(C#N)nn1-c1ccccc1,0.5,-1,50,23,-1.5,-11,-3,10,-10
O=C(CCC(=O)c1cccs1)OCc1nc2ccccc2s1,1.2,nt,-18,7,1.1,11,-3,2,-4
Cc1ccc(C(=O)NNS(=O)(=O)c2ccccc2[N+](=O)[O-])cc1,nt,1.5,nt,nt,0.49,nt,nt,-1,1
CN(CC(=O)N1CCN(c2ccccn2)CC1)S(=O)(=O)c1ccc2ccccc2c1,2.7*,0.27,-172,19,-1.1,-1,13,1,-2
Cc1cc(C(F)(F)F)nn1Cc1n[nH]c(=S)n1-c1cccc(Cl)c1,1.1,-1.6,-10,17,1.2,1,-4,-12,15
C(/C=C/c1ccccc1)=N/N1CCN(c2ccccc2)CC1,1,0.43,-4,3,0.06,-6,-3,3,3
COc1ccc2c(c1)[nH]c1c(=O)n(CC3CCCO3)cnc12 (centres undefined),0.9,1.1,10,-8,0.64,2,1,9,-8
COc1cc(OC)c(NC(=O)CCc2nc(-c3cccs3)no2)cc1Cl,0.4,0.36,62*,8,2.5,-6,2,9,-7
Cc1nn(Cc2cccc(C(=O)Nc3ccn(Cc4ccccc4)n3)c2)c(C)c1[N+](=O)[O-],0.8,-1.4,24,6,0.06,-7,-11,7,-4
O=C(CCNS(=O)(=O)c1cccc2nonc12)NCCc1ccc(Cl)cc1,1.9,0.46,-92,9,0.74,2,18,nt,nt
O=C(CCS(=O)(=O)c1cccc2nonc12)N1CCCc2ccccc21,1,0.23,-5,-5,1.9,4,7,nt,nt
NC(=O)CN1CCOCCOCCN(CC(N)=O)CCOCC1,0.4,-0.48,55*,17,1.8,-8,9,-1,-2
N/C(Cc1cccs1)=N\OC(=O)COc1ccccc1Cl,0.8,-0.038,16,4,-0.64,13,0,-4,5
CC(C)C(=O)c1cn(CC(=O)NCc2ccc3c(c2)OCO3)c2ccccc12,nt,1.3,nt,nt,-0.21,nt,nt,22,-23
CC(=O)Nc1ccc2nc(-c3cccnc3)[nH]c2c1,nt,nt,nt,8,1.8,-5,-7,nt,nt
CCCOc1ccc(N2CC(C(=O)Nc3ncccc3C)CC2=O)cc1 (centres undefined),0.3,0.049,69*,-1,0.07,1,6,-1,0
CCCN(CCC)S(=O)(=O)c1ccc(C(=O)N2CCOCC2)cc1,1,0.047,4,2,0.38,5,-4,3,-6
Cc1ccc(S(=O)(=O)NCC(=O)OC2CCOC2=O)cc1 (centres undefined),1.1,-0.45,-11,1,-0.81,3,-16,7,-10
CN1CCC(N(C)CC(=O)Nc2ccccc2N2CCOCC2)CC1,0.9,1.1,13,1,0.24,-10,16,-5,4
N#CC1=C(N)SC(N)=C(C#N)C1c1ccc(C(F)(F)F)cc1,0.6,-0.39,38,0,nt,7,1,-3,9
COc1ccc(/C(O)=C2\C(=O)C(=O)N(CCN(C)C)C2c2cccc(OC)c2OC)cc1Cl (centres undefined),1.2,-0.4,-20,-7,0.48,3,0,4,-3
COCCNS(=O)(=O)c1cc(Br)ccc1OC,1.1,0.78,-14,2,0.67,1,8,1,-2
O=C(C1CCN(CC2CCCCC2)CC1)N1CCCC1,nt,-1.8,nt,16,0.18,-1,10,nt,nt
CCOC(=O)c1cnc2c(C)cccc2c1NCc1ccco1,0.5,1.6,49,27,-0.19,14,-13,-4,6
O=C1c2cccnc2C(=O)N1Cc1ccccc1,nt,-1,nt,4,nt,-8,7,nt,nt
Cc1ccc(P(=Nc2ccccc2)(N2CCOCC2)N2CCOCC2)o1,0.8,-0.1,23,-7,0.4,6,-2,-4,2
CSc1nnc(-c2ccccc2N=Cc2c(C)[nH]n(-c3ccccc3)c2=O)c(=O)[nH]1,0.7,0.49,32,4,-1.1,-10,5,-2,5
O=C(CC(c1ccccc1)c1ccccc1)OCn1nnc2ccccc2c1=O,0.1,-0.34,95*,27,0.09,-23,5,1,-3
CN1OC(COC(=O)c2ccc(Cl)cc2Cl)CC1c1ccccc1 (centres undefined),1.3,-0.65,-29,16,1.3,-2,13,1,1
Cc1cc(C(=O)N2CCN(CCc3ccccc3)CC2)no1,0.9,0.46,6,-2,-0.25,0,-1,1,-2
CCC(=O)Nc1ccc(NC(=O)C23CC4CC(CC(C4)C2)C3)cn1,0.9,0.17,6,4,0.58,-11,1,-3,0
O=C(CCn1nnc(-c2cccs2)n1)NCc1ccccc1Cl,0.4,0.27,65*,-2,1.1,-1,-3,12,-13
NS(=O)(=O)c1cccn1-c1ncc(C(F)(F)F)cc1Cl,1,-0.97,-2,-1,0.08,5,-5,2,0

# (further entries)
structure,CYP2C9 activ,DAT uptake mod,CYP2C9 inhib,PostGolgi ctrl,Pyk2 oligo antag,E coli WT exp,PostGolgi yeast,PTPN22 act,LYP inh 2
COC(=O)C1C(=O)C=C(N2CCOCC2)CC1(C)C (centres undefined),1.2,-0.17,-19,-11,0.09,0,29,nt,nt
Cc1cc(C(=O)CSc2nnnn2-c2ccc(Cl)cc2)c(C)n1CC1CCCO1 (centres undefined),0.9,-0.34,12,17,0.1,-2,1,7,-10
Cc1ccc2c(c1)CCCN2C(=O)c1cccs1,0.8,0.55,22,18,0.38,3,-5,25,-33
O=C1c2ccsc2SCCN1Cc1cccc(Cl)c1,0.6,1.8,40,24,-1.2,12,0,-2,2
Cn1nnc2cc(C(=O)NC3CCCCC3)ccc21,1,0.95,-4,3,0.09,4,-3,2,-2
CCC(C)Nc1nc2c(c(=O)n(C)c(=O)n2C)n1Cc1cccc(C)c1 (centres undefined),nt,0.23,nt,12,-0.13,11,0,-16,16
CCCCC(=O)Nc1ccc(Cl)cn1,1,-0.7,4,6,0.13,9,8,13,-14
CCCCSc1nc(C)nc2c1c(=O)n(C)c(=O)n2C,0.9,-0.17,10,3,nt,3,3,-7,5
COc1ccc(-c2c(C)oc3c(CN4CCCCC4C)c(O)ccc3c2=O)cc1OC (centres undefined),0.9,0.04,12,5,nt,3,-4,nt,nt
O=C(Nc1cccc2c1CCCC2)c1ccco1,1.1,0.15,-14,8,0.17,1,1,5,-9
Cc1ccc(-n2ncc3c(=O)n(CC(=O)Nc4cccc(Cl)c4)cnc32)cc1C,0.9,0.00068,12,12,1.4,-5,8,-3,2
COc1ccc(C2=CC(c3ccc(OC)c(OC)c3)NC(=S)N2)cc1 (centres undefined),0.7,-0.47,30,10,0.06,-3,2,-2,4
COc1ccc(N(CC(=O)O)S(=O)(=O)c2ccc(OC)c(OC)c2)cc1,0.7,-0.41,29,10,0.18,-6,-10,2,1
COC(=O)c1ccc(C(=O)OC)c(NC(=O)COc2ccccc2OC)c1,0.8,-0.53,17,4,-1,0,16,-7,8
CCCOC(=O)c1ccc(NC(=O)C2C3C=CC(O3)C2C(=O)O)cc1 (centres undefined),0.9,-0.018,14,-9,-0.3,2,-10,nt,nt
CN1CCN(CCC(=O)Nc2cccc(F)c2)CC1,1.1,-0.47,-6,5,1.6,-2,-7,0,-1
COC(=O)C1=C(C)NC(=O)CC1c1cccc(OC)c1OC (centres undefined),0.9,0.81,9,4,-0.11,1,0,nt,nt
CC(C)(C)OC(=O)N1CCC(c2c(C(=O)O)cnn2-c2ccccc2)CC1,1.1,-0.65,-7,-7,0.01,-2,0,3,-5
